From PubChem BioAssay
NCI-60 one-dose screen, 48 h, at 10 µM unless noted. Numbers give growth in % (100 = growth as untreated, 0 = no growth, -100 = all killed).
OVCAR-8: OVCAR-8 ovarian cancer; AID 1794782; hit rate 4.4% among 81,000
SK-OV-3: SK-OV-3 ovarian cancer cells. hit rate 3.2% among 80,000
OVCAR-4: OVCAR-4 ovarian cancer cells | hit rate 3.7% among 80,000 | AID 1794784
IGROV1: IGROV1 ovarian cancer | AID 1794786 | hit rate 4.7% among 79,000
DU-145: DU-145 prostate cancer | hit rate 4.2% among 81,000
OVCAR-3: OVCAR-3 ovarian cancer | AID 1794787 | hit rate 7% among 79,000
PC-3: PC-3 prostate cancer cells; hit rate 3.9% among 80,000; AID 1794754
OVCAR-5: OVCAR-5 ovarian cancer | hit rate 2.9% among 82,000 | AID 1794783
Active calls of the source: *; . = not tested or not shown; & = joins results of further samples. How the source made its calls: active means growth percent below 10; inactive means the rest. Some of the compounds tested (hit frequency here may not be typical).

Compound,IGROV1,OVCAR-5,PC-3,OVCAR-4,OVCAR-3,DU-145,SK-OV-3,OVCAR-8
O=C(CCc1ccco1)NC1CCN(CC2(c3ccc(Cl)cc3)CCC2)CC1,30,53,1.3*,.,14,24,14,12
Nc1ccc(-c2nc3cc(F)ccc3[se]2)cc1F,39,48,74,66,81,97,55,92
CCCN1C2CC[C@@H]1c1c(nc(OC)c(C#N)c1-c1ccc(Cl)cc1)/C2=C/c1ccc(Cl)cc1,101,83,66,104,88,96,94,87
O=c1[nH]cnc2nc(-c3ccc(N(CCCl)CCCl)cc3)[nH]c12,117,77,71,45,136,95,93,86
Fc1cccc(NCOOC2(OOCNc3cccc(F)c3)CCCCC2)c1,40,96,89,99,99,99,103,97
ClC1(Cl)C(c2ccccc2)N1c1ccccc1 (configuration not stated),115,111,74,96,92,.,109,93
N#Cc1cccc([N+](=O)[O-])c1,105,104,91,125,110,118,92,108
CC(C)c1c(CN(C)C(C)Cc2ccccc2)n(C)n(-c2ccccc2)c1=O (configuration not stated),56,88,34,66,71,.,90,72
Nc1ccc(CCCCc2ccc(Cl)c(S(=O)(=O)F)c2)c(Cl)c1,132,100,103,100,112,110,115,107
S=C1Nc2ccccc2Sc2ccccc21,105,107,86,94,96,103,101,92
Cc1cc(Cl)ccc1S(=O)(=O)F,109,95,109,101,116,115,92,89
Cc1cc(OC(=O)N(C)C)c(Cl)cc1Cl,101,92,84,105,99,111,107,112
CNP1(NC)=NP(NC)(NC)=NP(c2ccccc2)(c2ccccc2)=N1,99,104,89,99,110,109,90,90
CC(C)OC(=O)[C@H](C)NP(=O)(Oc1cccc2ccccc12)C1CCCN(O)C1=O (some centres not stated),73,111,76,76,76,86,84,80
O=C(Nc1ccc(C(=O)O)cc1)Oc1ccc(N(CCCl)CCCl)cc1,86,119,71,99,120,65,82,78
Cc1ccc(-c2c[se]c(Nc3ccccc3)n2)cc1,83,97,90,79,106,103,100,98
Cc1cc2c(cc1-c1ccnc(/C=C/C(=O)O)c1)C(C)(C)CCC2(C)C,100,100,87,104,83,105,98,79
COc1ccc(CN2CCNCC2)c(OC)c1OC,103,.,93,102,112,111,98,107
CC[C@]12C=CCN3CC[C@]4(C(=C(C(=O)OC)C1)Nc1cc(OC)c(OC(C)=O)cc14)[C@@H]32,26,43,22,39,14,24,2.3*,6.0*
Oc1ccc(CCN2CCCCC2)cc1,105,107,95,103,121,130,109,97
CC(C)NC(C)Cc1ccccc1 (configuration not stated),102,104,95,119,104,107,106,96
COC(CN)c1ccccc1 (configuration not stated),102,99,84,119,116,114,83,100
Cn1c(=O)c2c(nc(N(CCCl)CCCl)n2C)n(C)c1=O,106,91,105,117,112,108,93,107
COc1cc2c(cc1OC)[C@H]1CCCN1CC2,102,100,96,84,104,103,101,95
COc1cc(NCCCN=C(N)N)c2ncccc2c1,36,86,84,-96*,8.0*,103,93,81

Single values from the entries so far.
In OVCAR-3, `CC[C@]12C=CCN3CC[C@]4(C(=C(C(=O)OC)C1)Nc1cc(OC)c(OC(C)=O)cc14)[C@@H]32` has 14
In OVCAR-3, `Cc1cc2c(cc1-c1ccnc(/C=C/C(=O)O)c1)C(C)(C)CCC2(C)C` has 83

Returning to the listing, starting 5 compounds before the break.
Compound,IGROV1,OVCAR-5,PC-3,OVCAR-4,OVCAR-3,DU-145,SK-OV-3,OVCAR-8
CC(C)NC(C)Cc1ccccc1 (configuration not stated),102,104,95,119,104,107,106,96
COC(CN)c1ccccc1 (configuration not stated),102,99,84,119,116,114,83,100
Cn1c(=O)c2c(nc(N(CCCl)CCCl)n2C)n(C)c1=O,106,91,105,117,112,108,93,107
COc1cc2c(cc1OC)[C@H]1CCCN1CC2,102,100,96,84,104,103,101,95
COc1cc(NCCCN=C(N)N)c2ncccc2c1,36,86,84,-96*,8.0*,103,93,81
CNCC(Cl)c1ccc(OC(C)=O)cc1 (configuration not stated),104,87,120,106,102,103,100,95
CCOP(=O)(CC(F)(F)C(F)(F)F)OCC,60,51,64,-15*,-61*,15,111,-80*
C=CC(C#N)OC(C)=O (configuration not stated),110,99,97,100,112,108,108,97
CC(Br)C(=O)C(c1ccccc1)(c1ccccc1)C(C)CN1CCCCCC1 (configuration not stated),96,93,95,109,105,115,97,106
CCC[CH2][Sn]([CH2]CCC)([CH2]CCC)[O]c1ccc(Cl)cc1Cl,-67*,-66*,-70*,-100*,-100*,-99*,-98*,-48*
Oc1ccc(O)c(Cl)c1,108&107,113&112,94&84,104&107,98&80,103&103,105&108,102&90
C=C(C)C1CNC(C(=O)O)C1CC(=O)O (configuration not stated),114&118,105&105,86&86,106&102,107&106,112&114,104&110,100&101
CC(C)OC(=S)[S-].[Au+].c1ccc([PH+](c2ccccc2)c2ccccc2)cc1,2.3*,74,43,39,-43*,50,.,27
CCCC[C@H]1C(=O)O[C@H](C)[C@H](NC(=O)c2cccc(NC=O)c2O)C(=O)O[C@@H](C)[C@@H]1OC(=O)CC(C)C,56,-28*,33,41,43,86,68,.
O=[N+]([O-])c1ccc(O)c([N+](=O)[O-])c1,94,101&103,99&92,94&104,106&99,105&107,101&95,97&105
O=S(=O)(F)c1ccc(N=C=S)cc1,108,103,94,95,106,106,92,84
CCCN(N=O)C(=O)OCC,112,105,104,107,113,115,111,108
c1cc(OCCN2CC2)ccn1,110,115,101,103,111,116,109,104
CC(=O)C1(c2ccccc2)CCNCC1,109,103,101,110,111,113,107,95
OCC(O)[C@H]1O[C@@H]2O[C@H](C(Cl)(Cl)Cl)O[C@@H]2[C@H]1O (some centres not stated),104,108,91,106,110,116,111,105
CCN(CC)CC#CCN(CC)CC,103,111,103,104,111,106,108,105
CN1CC2CC(C1)c1cccc(=O)n1C2 (configuration not stated),106,111,90,109,106,118,97,100
CC1=C([Te]c2ccc(O)cc2)C(=O)c2ccccc2C1=O,-27*,12,5.9*,-33*,-64*,7.4*,-15*,14
CC(C)CN(CCc1ccccn1)CC(C)C,113,101,98,117,115,108,103,103
ClCCN(CCCl)c1ccc(CCNc2ccnc3cc(Cl)ccc23)cc1,79,95,71,65,92,87,98,76
NC(=NCCCCCCN/C(N)=N/[N+](=O)[O-])N[N+](=O)[O-],95,95,95,116,106,110,108,108
C[C@H]1CC[C@@]2(C)[C@@H](CC[C@@H]3[C@@H]2CC[C@]2(C)[C@@H](O)CC[C@@H]32)C1,111,90,.,95,79,80,114,114
O=C1C=C(N2CC2)c2ccccc2C1=O,71,123,44,96,83,12,76,73
Cc1ccc(Cl)c(-n2c(=S)[nH]c3ccccc3c2=O)c1,98,99,90,98,.,103,108,98
N#Cc1ncc(/N=C/c2ccc(N(CCCl)CCCl)cc2)s1,90,100,67,82,79,49,79,78
CN1CCCC1c1ccc(=O)[nH]c1 (configuration not stated),107,112,102,.,111,112,103,103
CCCCOCCOC(=O)CCN1CC1,104,106,101,113,107,112,104,100
N#CSCC1CC(O)(c2cn(C(=O)c3ccc(Cl)cc3)c3ccccc23)C(=O)O1 (configuration not stated),80,99,88,98,104,127,106,97
N=Cc1c(O)n(-c2ccccc2)c(=O)n(-c2ccccc2)c1=O,117,100,.,92,102,105,103,102
C[N+]1(C)CCCC1c1cccnc1 (configuration not stated),115,109,98,107,108,110,108,104
CCCCn1cc(C(=O)C2C(C)(C)C2(C)C)c2ccccc21,109,103,96,116,104,102,108,101
NC1(C(=O)O)CCCc2ccc(N(CCCl)CCCl)cc21 (configuration not stated),97,104,90,117,123,111,102,97
CCC(=O)c1ccc(OC)c(OC)c1,108,93,95,104,102,104,102,98
CN1C2CCC1CC(OC(=O)c1ccccc1)C2 (configuration not stated),.,.,93,105,102,117,94,67
Cc1cc(Cl)ccc1N,101,102,87,102,108,103,106,107
CN(C)C1=NC(=O)C(c2ccccc2)O1 (configuration not stated),94,89,89,139,123,112,119,114
Cc1ccc2oc(=O)c3c(c2c1)OC(/N=C/N(C)C)=C(C#N)C3c1ccco1 (configuration not stated),101,100,96,99,104,105,.,100
CCC(N)C(O)c1ccccc1 (configuration not stated),.,103,104,130,111,107,106,.
CCOP(=O)(NC[C@H]1O[C@](O)(CO)[C@@H](O)[C@@H]1O)OCC,94,112,86,103,103,105,88,103
CC1CC=CCC12C(=O)NC(=S)NC2=O (configuration not stated),117,103,98,105,118,122,104,104
Nc1ccccc1C(=O)c1ccccc1,105,102,93,.,101,99,108,103
O=C1NC(=S)NC(=O)C1c1ccccc1,127,110,106,116,123,118,108,104
O=[N+]([O-])/C=C\c1ccc(Cl)c(Cl)c1,93,106,70,84,45,70,96,66
CC1=CC(=O)CCC12CCOC2=O (configuration not stated),108,97,111,94,106,106,101,100
COc1cc(/C=C\c2cc(OC)c(OC)c(OC)c2)cc(N/C=C\C(=O)c2ccc(OC(F)(F)F)cc2)c1OC,48,44,43,57,-8.5*,14,20,30
CN1[C@@H](CCc2ccc(O)cc2)CCC[C@H]1CCc1ccc(OCCF)cc1,113,96,84,85,122,132,97,97
Cc1cccc(C)c1NC1=NCCCS1,107,.,87,110,105,92,96,102
O=PO,119,101,107,111,113,110,112,104
O=[As]c1ccc(C(=O)c2ccc(Oc3ccccc3)cc2)cc1 (configuration not stated),-54*,-95*,-61*,-91*,-94*,-94*,-100*,-97*
CN1C(=O)CN=C(c2ccc[nH]2)c2cc(Cl)ccc21 (tested in a mixture with another compound),.,106,100,103,117,113,103,92

Additional entries:
Compound,IGROV1,OVCAR-5,PC-3,OVCAR-4,OVCAR-3,DU-145,SK-OV-3,OVCAR-8
Cc1c(C(=O)O)nnn1C1CC2CCC1C2 (configuration not stated),108,106,89,100,106,106,87,91
Oc1ccc(Cl)cc1,102&105,.,95&97,97&114,114&115,120&112,103&109,97&106
C=CC[n+]1ccc(-c2cc[n+](CC=C)cc2)cc1,14,126,91,38,41,107,108,61
CCC(=O)c1ccc(C)cc1,112,108,96,111,67,113,91,96
CN(C)[C@@H]1C(=O)C(C(N)=O)=C(O)[C@@]2(O)C(=O)C3=C(O)c4c(O)cccc4[C@@](C)(O)[C@H]3[C@H](O)[C@@H]12,97,.,85,102,111,103,93,94
Clc1cccc(N2COOC3(OOC2)C2CC4CC(C2)CC3C4)c1,-54*,84,75,95,19,90,98,58
c1ccc2c(c1)-c1ccccc1C1NC21 (configuration not stated),86,94,89,97,104,105,99,92
O=C(CCN1CC1)OCCOC(=O)CCN1CC1,90,99,96,115,110,113,118,105
CC1(C)CC(=O)CC(C)(C)N1N=O,122,104,.,113,101,107,105,102
CC(C)(N)C(O)c1ccccc1 (configuration not stated),101,88,89,107,105,110,86,99
